Source: PubChem BioAssay (Sanford-Burnham Center for Chemical Genomics)
ATG4B inhibitor = blocks human ATG4B protease cleavage of LC3 substrate. inhibition, % at 8.33 µM. Q9Y4P1. 340,000 compounds, 0.51% hits. ATG4B cleavage of LC3-PLA2, NBD-HPC fluorescence, 1 h; in the data active = inhibition above about 40%
Target sequence (Q9Y4P1 whole entry, looked up): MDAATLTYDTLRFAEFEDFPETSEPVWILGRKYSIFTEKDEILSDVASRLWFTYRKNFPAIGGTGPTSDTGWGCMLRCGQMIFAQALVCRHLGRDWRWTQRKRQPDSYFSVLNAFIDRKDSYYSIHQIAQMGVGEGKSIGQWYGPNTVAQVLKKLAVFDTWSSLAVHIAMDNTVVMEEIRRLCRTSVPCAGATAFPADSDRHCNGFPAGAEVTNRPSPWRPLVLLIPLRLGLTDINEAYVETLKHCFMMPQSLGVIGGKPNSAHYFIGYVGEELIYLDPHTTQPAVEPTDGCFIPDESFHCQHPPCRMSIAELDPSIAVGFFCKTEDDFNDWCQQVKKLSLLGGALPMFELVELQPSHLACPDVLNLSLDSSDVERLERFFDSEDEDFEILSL
APOBEC3G inh = inhibitors of human APOBEC3G DNA deaminase. Q9HC16. recombinant A3G, ssDNA deamination FAM/TAMRA fluorescence. inhibition, % at 20 µM. 330,000 compounds, 0.28% hits. AID 493012;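 active = inhibition of at least 40% at 20 µM, with no more than 30% in the related APOBEC3A deaminase screen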;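 also: plate controls were DMSO wells with A3G for no effect and wells lacking A3G enzyme for full effect; some compounds called inactive have numbers as strong as hits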
Target sequence (Q9HC16 whole entry, looked up): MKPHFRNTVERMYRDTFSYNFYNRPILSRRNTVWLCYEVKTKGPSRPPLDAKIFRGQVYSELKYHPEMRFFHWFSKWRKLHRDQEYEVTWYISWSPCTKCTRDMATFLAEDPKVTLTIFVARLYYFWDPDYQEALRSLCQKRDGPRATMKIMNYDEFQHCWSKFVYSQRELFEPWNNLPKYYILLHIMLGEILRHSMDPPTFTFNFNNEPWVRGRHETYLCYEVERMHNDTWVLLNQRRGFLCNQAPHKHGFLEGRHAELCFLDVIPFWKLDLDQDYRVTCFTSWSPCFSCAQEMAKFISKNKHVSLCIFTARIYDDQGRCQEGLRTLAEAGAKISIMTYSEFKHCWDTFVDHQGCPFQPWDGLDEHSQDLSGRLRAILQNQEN
mIAP block = blocks mouse intestinal alkaline phosphatase; purified mouse IAP, CDP-Star luminescence, 30 min; inhibition, % at 10 µM; 330,000 compounds, 0.2% hits;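 active = inhibition of at least 40% at 10 µM in the primary screen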;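 also: plate controls were DMSO with enzyme for no effect and no enzyme wells for full effect; values of inactives mirror those of a sister screen read the other way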
hIAP block = blocks human intestinal alkaline phosphatase. 330,000 compounds, 0.12% hits. inhibition, % at 10 µM. purified IAP, CDP-Star luminescence, 30 min. P09923;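 active = inhibition reaching a set limit with compound at 10 µM in the primary screen, cut at about 35% in these data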;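 also: plate controls were DMSO wells with enzyme for no effect and no-enzyme buffer wells for full effect; values of inactives mirror those of a sister screen read the other way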
APOBEC3A inh = human APOBEC3A DNA deaminase inhibition; P31941; recombinant A3A, FAM/TAMRA ssDNA deamination fluorescence; inhibition, % at 20 µM; 330,000 compounds, 0.41% hits; AID 493011;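 active = at least 40% inhibition at 20 µM here, with at most 30% in a related deaminase screen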;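 also: plate controls were A3A with DMSO for no effect and wells lacking A3A enzyme for full effect; some results filed as inactive read as strong as hits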
Target sequence (P31941 whole entry, looked up): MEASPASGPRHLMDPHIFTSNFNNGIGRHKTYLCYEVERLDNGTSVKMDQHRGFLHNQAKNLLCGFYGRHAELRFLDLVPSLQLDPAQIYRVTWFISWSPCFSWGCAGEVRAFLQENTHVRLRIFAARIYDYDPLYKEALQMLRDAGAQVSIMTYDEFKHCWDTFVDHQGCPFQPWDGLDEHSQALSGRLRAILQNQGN
MIN6 prolif = inducers of beta-cell replication in MIN6 cells; 330,000 compounds, 0.29% hits; proliferation, % at 10 µM; MIN6 cells proliferation, ATPlite luminescence, 48 h; cells starved in 0.2% serum; 100% = growth in 10% serum;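 active = compounds whose signal lies at least 3.5 SD above the mean of all wells on their plate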;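 also: 0% = DMSO-treated cells in low-serum medium and 100% = 10% serum control; some compounds called inactive have numbers as strong as hits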
MPTP block = blocks calcium-induced mitochondrial swelling. inhibition, % at 10 µM. 360,000 compounds, 1.4% hits. isolated mouse mitochondria, Ca2+ swelling absorbance, 30 min. AID 602449;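 active = inhibition of 50% or more, scaled per plate between neutral and stimulator controls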;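 also: 0% = DMSO wells given calcium and 100% = 1 mM EGTA wells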
hIAP activ = increases human intestinal alkaline phosphatase activity; 330,000 compounds, 0.16% hits; P09923; activation factor at 10 µM; AID 2524; purified human IAP, CDP-Star luminescence, 30 min; hits give high values; 1 = vehicle-only enzyme, 0 = enzyme-free background;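 active = activation factor of the enzyme at least 2-fold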; also: the source names both 10 and 20 µM as test concentration; values of inactives mirror those of a sister screen read the other way
mIAP act = increases mouse intestinal alkaline phosphatase activity; muIAP, CDP-Star luminescence, 30 min; hits give high values; 1 = vehicle-only enzyme signal, 0 = enzyme-free wells; activation factor at 10 µM; 330,000 compounds, 0.24% hits; AID 2805;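 active = activation factor of at least 2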; also: the source names both 10 and 20 µM as test concentration; values of inactives mirror those of a sister screen read the other way
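System: Mouse IAP enzyme | Also added: CDP-Star substrate | Dosing: Compounds dispensed in DMSO | Schedule: 30 min enzyme-substrate-compound incubation at room temperature | Technique: Chemiluminescence readout | Control set: DMSO-only wells and no-enzyme negative control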
The depositor's hits bear a star; nt = not tested or not shown; & = joins results of further samples.

SMILES,ATG4B inhibitor,APOBEC3G inh,mIAP block,hIAP block,APOBEC3A inh,MIN6 prolif,MPTP block,hIAP activ,mIAP act
CC1CCCCC1NS(=O)(=O)CCNC(=O)c1ccccc1 (centres undefined),7.4,-3.2,-7.3,-13.1,-0.4,1.9,-0.7,1.13,1.07
Cc1cccc(NC(=O)CSc2ccc(-c3ccco3)nn2)c1,-5.5,-3.0,-0.7,16.6,-2.0,0.0,2.0,0.834,1.01
Cn1cc(Br)c(-c2cccc(NC(=O)CCC(=O)O)c2)n1,13.2,4.9,-1.3,-31.7,2.8,1.4,0.2,1.32,1.01
COc1cc(C(=O)O/N=C2\C=CC(=O)C(C)=C2)cc(OC)c1OC,-5.7,-10.2,-4.8,-3.1,-2.4,2.2,0.0,1.03,1.05
CCC1CCCCN1C(=O)CSc1nc(N)c(NC(=O)c2ccc(OC)c(OC)c2)c(=O)[nH]1 (centres undefined),-5.8,-11.9,-8.4,7.8,5.8,-1.3,-2.5,0.922,1.08
CC(=O)c1cccc(NC(=O)c2cc(-n3cnnc3)ccc2Cl)c1,-2.9,5.4,3.3,6.1,4.5,-1.1,2.8,0.939,0.967
COc1cccc(/C=N/Nc2nc3ccccc3n3cnnc23)c1O,-16.2,-10.4,8.7,-56.0,8.0,-5.1,8.5,1.56,0.913
Cc1ccc(C)c(N2CCN(C(=O)c3cc(S(=O)(=O)N4CCOCC4)cn3C)CC2)c1,-10.3,-0.4,-10.7,14.8,-2.1,0.2,0.5,0.852,1.11
COc1ccc(C(=O)NCC(=O)N/N=C/c2ccc(C)o2)cc1OC,-4.2,-5.0,-2.9,-10.6,-3.7,-2.6,-0.4,1.11,1.03
CCOc1cc(C(=O)N2CCc3cc(OC)c(OC)cc3C2)ccc1OC(F)F,nt,-5.2,6.7,11.4,-3.5,-4.0,nt,0.886,0.933
CC(=O)c1ccc(N2CCN(S(=O)(=O)c3cccc4nonc34)CC2)cc1,-15.2,10.4,9.0,16.4,3.0,0.9,3.3,0.836,0.91
O=C(CSc1ncccc1C(=O)O)c1ccccc1,-16.7,3.6,0.5,-13.1,-9.5,-4.0,-1.2,1.13,0.995
CC(C)OC(=O)c1ccc(NC(=O)c2ccccc2)cc1,-4.2,-2.2,-2.8,10.5,-1.0,-0.6,-5.3,0.895,1.03
FC(F)(F)c1nc2ccccc2[nH]1,-3.5,-13.3,-7.8,-22.7,-3.7,-1.5,1.5,1.23,1.08
COC(=O)c1cn(NC(=O)c2ccc([N+](=O)[O-])cc2Cl)c(=O)c2ccccc12,7.6,-7.2,4.1,-13.2,-2.8,-1.9,0.3,1.13,0.959
COc1cccc(/C=C2\SC(=O)N(CCC(=O)NNC(=O)c3cccc(Cl)c3)C2=O)c1,-4.9,-8.1,-3.5,-60.5,-7.3,-1.2,7.0,1.6,1.03
O=C(N/N=C/c1ccc(OC(=O)c2ccc([N+](=O)[O-])cc2)cc1)c1cccnc1,6.1,6.8,-1.1,-20.1,5.0,-1.3,-0.1,1.2,1.01
CC(=O)N1c2ccc(F)c(F)c2C[C@H]1C,2.5,2.7,-0.3,13.2,0.8,-1.2,-1.2,0.868,1
COc1c(C)cccc1C(=O)NCc1ccc2c(c1)OCO2,2.5,-0.8,3.3,10.0,-0.4,-1.5,-0.7,0.9,0.967
Cc1ccc(N2CC(C(=O)Nc3ccccc3C(=O)N3CCOCC3)CC2=O)cc1 (centres undefined),-1.1,-3.6,2.5,-15.9,2.7,0.1,-1.8,1.16,0.975
Clc1ccccc1OCc1nnc(-c2ccccc2)o1,12.1,-14.1,-5.1,-6.1,-5.5,-3.5,1.4,1.06,1.05
C(#CCN1CCOCC1)COCCOC(c1ccccc1)c1ccccc1,0.7,0.3,2.3,-3.8,4.9,-1.0,-3.5,1.04,0.977
COc1ccccc1Cn1c(/C=C/c2ccccc2)nc2ccccc21,-4.8,-2.7,-0.9,-8.0,2.7,0.0,5.7,1.08,1.01
Nc1c(C=C2C=CC(=O)C=C2)c(=O)nc2sc(CC(=O)N3CCCC3)nn12,7.4,1.3,-10.1,-13.9,3.4,-0.7,-1.2,1.14,1.1
Cc1ccc(OCc2nnc(SCC(=O)CC(=O)Nc3ccccc3)o2)cc1,-2.9,-6.2,6.1,-9.1,-1.9,-4.9,1.5,1.09,0.939
C=CCNC(=S)N1CCN(c2ccc([N+](=O)[O-])cc2)CC1,-4.6,-3.4,13.3,18.7,-2.0,-2.2,1.6,0.813,0.867
Cc1c(/C=N/n2cnnc2)c2ccccc2n1C,-4.3,2.1,0.8,6.5,7.3,2.6,-0.8,0.935,0.992
Nc1ccc(C(=O)O)c(O)c1,-2.8&6.9&-6.9,-4.0&-3.9&-1.5&-5.1,9.0&12.9&7.5,7.8&-19.4&5.8,-2.8&-4.1&-2.7&3.9,-3.1&1.6&-2.2,-2.8&-4.2&-0.2,0.922&1.19&0.942,0.91&0.871&0.985
O=S(=O)(NCC1CC1)c1ccc(F)c(Cl)c1,-9.3,-4.0,-7.0,-3.3,-0.3,-0.6,1.2,1.03,1.07
CCCCCCCCNC1=CC(=O)CC(C)(C)C1,9.8,-6.2,0.8,1.4,-5.0,-2.6,2.3,0.986,0.992
O=C(CC1CCCC1)NCCS(=O)(=O)N1CCN(c2ccc(F)cc2)CC1,-7.5,-7.8,-5.2,3.8,-0.6,2.9,0.8,0.962,1.05
COc1ccc(C(CNC(=O)COc2ccccc2OC)N(C)C)cc1OC (centres undefined),-9.9,-5.0,-2.4,-6.0,0.0,-1.6,-0.8,1.06,1.02
CN1C(=O)c2cccc(NCCCCCCN3C(=O)c4ccccc4C3=O)c2C1=O,-6.5,-6.1,13.7,30.5,-3.5,-3.6,108.1*,0.695,0.863
CCN(CC)S(=O)(=O)c1ccc2[nH]c(=O)cc(C(=O)Nc3ccc(C)c(S(=O)(=O)N(CC)CC)c3)c2c1,-31.2,-2.6,3.5,-13.0,-5.7,-1.3,-8.4,1.13,0.965
O=C(O)c1ccc(-c2ccco2)n1Cc1ccccc1,11.3,2.9,-5.1,5.8,5.4,-2.0,-1.1,0.942,1.05
Cc1cccc(NC(=O)c2ccccc2OCC(=O)c2ccc(F)cc2)c1,-8.9,4.1,2.0,8.0,3.7,-2.2,0.9,0.92,0.98
O=C1Nc2cc(Cl)c(Cl)cc2N(O)N1c1ccc(Cl)cc1,3.8,-7.9,3.8,-2.8,-5.4,-0.6,0.9,1.03,0.962
CCOc1ccc(N2C(=O)C3ON(c4ccccc4)C(c4cccs4)C3C2=O)cc1 (centres undefined),-5.3,-4.2,1.0,-13.3,2.9,-2.4,-1.1,1.13,0.99
O=S(=O)(NCCC1CC1(Cl)Cl)c1ccc(Cl)cc1 (centres undefined),-5.0,-12.0,-4.1,-1.0,-1.7,0.2,10.6,1.01,1.04
COc1ccc(N(CC(=O)Nc2nc3ccc(C)cc3s2)S(=O)(=O)c2c(C)nn(C)c2C)cc1,-24.1,-2.7,-8.5,-15.6,-1.6,-5.8,-0.6,1.16,1.08
O=C(Nc1ccc(N2CCOCC2)cc1)C1CCN(C(=O)OCc2ccccc2)CC1,-0.5,-4.8,-4.9,-16.8,-0.3,-3.4,2.5,1.17,1.05
COc1ccccc1NC(=O)Nc1nc(CC(=O)Nc2cc(F)ccc2F)cs1,10.8,-7.4,15.9,-10.3,-1.0,-3.8,0.4,1.1,0.841
CCCCn1c(N)c(N(CCOC)C(=O)c2cc(=O)[nH]c3ccccc23)c(=O)[nH]c1=O,2.6,-1.6,0.6,-5.8,-0.3,-2.3,-0.7,1.06,0.994
COc1cccc2c3c(c(=O)[nH]c12)CCC(C)(C)O3,-12.8,-6.6,-9.0,-6.5,-3.0,-1.8,1.0,1.06,1.09
COc1ccc(CCNC(=O)C2=COCCO2)cc1,-4.7,-8.3,0.8,-4.1,-1.4,-2.7,-6.1,1.04,0.992
COc1ccc(CN2C(=O)CSC2c2ccccn2)cc1 (centres undefined),-5.2,2.9,4.5,5.9,1.1,-0.1,1.5,0.941,0.955
Cc1ccc2c(c1)c1c3n2CCN(C=O)C3CCC1 (centres undefined),-2.0,-7.8,1.4,19.1,-8.3,-0.8,-1.8,0.809,0.986
COc1ccc([N+](=O)[O-])cc1N/C(=N/S(=O)(=O)c1ccccc1)c1ccccc1,-1.6,-1.7,-0.1,6.6,1.4,-2.5,-2.3,0.934,1
Cc1ccccc1N1C(=O)C2C3CC(=O)C(c4ccccc43)C2C1=O (centres undefined),-2.6,-7.0,-0.5,19.5,-2.6,-0.8,2.0,0.805,1
CCc1ccc(NC(=O)CCNS(=O)(=O)c2cccc3nsnc23)cc1,-13.1,-6.5,-5.2,2.7,-2.5,-2.8,0.6,0.973,1.05
O=C(CC1C(=O)NCCN1Cc1cccc(Oc2ccccc2)c1)NCc1cccnc1 (centres undefined),1.7,-4.6,1.9,2.4,-1.6,-0.8,-0.3,0.976,0.981
O=C1N(Nc2ccccc2)C(c2ccc(Br)cc2)C12CCCCC2 (centres undefined),-6.3,-8.4,-0.4,-26.3,-0.8,-2.2,8.9,1.26,1
CC(=O)c1ccc(NC(=S)Nc2ccc(N3CCOCC3)cc2)cc1,-8.8,-2.1,6.4,-6.6,-10.1,-1.2,-0.3,1.07,0.936
O=C(C(c1ccccc1)c1ccccc1)N1CCN(Cc2ccc(Br)cc2)CC1,1.8,0.5,-11.4,1.0,-3.7,-3.7,3.1,0.99,1.11
Cc1cccc(NC(=O)CC2S/C(=N/c3nccs3)N(C)C2=O)c1 (centres undefined),-6.6,-0.8,1.7,1.2,0.2,1.1,-0.7,0.988,0.983
COc1ccc(/C(C)=N/Nc2ncc(Cl)cc2Cl)c(O)c1,2.5,-5.9,5.4,-1.0,-0.3,0.0,73.3*,1.01,0.946
c1ccc(N2CCN(c3ccccc3)C2c2cccs2)cc1,-8.5,-7.3,0.8,-11.8,-2.3,1.5,-4.7,1.12,0.992
CCN(C(=O)Nc1ccccc1OC)c1c(N)n(Cc2ccccc2)c(=O)[nH]c1=O,-7.6,-5.7,1.1,-16.1,-3.0,-1.1,-0.8,1.16,0.989
COc1ccc(NC(=O)c2cc(-c3ccc(C)cc3)on2)cc1,2.8,5.2,9.9,11.1,4.4,1.9,-0.1,0.889,0.901
CCCNC(=O)C1CCN(S(=O)(=O)c2ccc(Br)cc2)CC1,1.5,-6.4,-6.2,-7.5,-0.6,-0.3,-1.6,1.07,1.06

The list goes on.
SMILES,ATG4B inhibitor,APOBEC3G inh,mIAP block,hIAP block,APOBEC3A inh,MIN6 prolif,MPTP block,hIAP activ,mIAP act
CC(C)(C)c1ccc(C(=O)NNC(=O)c2ccncc2)cc1,-9.7,-3.4,0.0,-16.0,-4.5,-2.5,-1.4,1.16,1
CCN(CC)c1ncn(Cc2c(Cl)cccc2Cl)c2ncnc1-2,1.4,-3.0,-3.6,16.9,-0.8,-1.1,-0.5,0.831,1.04
O=C(Cc1n[nH]c(=O)c2ccccc12)Nc1cc(C(F)(F)F)ccc1-n1cncn1,-9.6,1.2,4.6,14.4,39.9,-2.8,-0.4,0.856,0.954
Cc1ccc(OCC(=O)Nc2c(C)nn(-c3ccccc3)c2C)c(Br)c1,-1.7,-9.1,-3.3,5.6,-2.4,-1.2,0.9,0.944,1.03
Cc1cc(OCC(=O)Nc2ccccc2C(N)=O)c2c(C)cc(=O)oc2c1,-17.2,-9.3,11.3,11.5,-2.5,-4.0,0.0,0.885,0.887
